From PubChem BioAssay
FAS-TE inh: blocks the thioesterase domain of human fatty acid synthase. P49327. recombinant FAS-TE, OMFH fluorogenic substrate, fluorescence endpoint. inhibition, % at 15 µM. actives 0.67% (n = 360,000). AID 602261;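 active = compounds whose normalised, plate-corrected inhibition of enzyme fluorescence in the single-dose primary screen is 50% or more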;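 note: 0% = DMSO with enzyme and 100% = substrate without enzyme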
MT1-MMP act inh: blocks activation of human MT1-MMP; P50281; HT1080 RFP-PRO-GFP cells, GFP/RFP ratio fluorescence, overnight; percent of plate control window, DMSO zero; GFP/RFP ratio change, % at 20 µM; actives 0.061% (n = 360,000); AID 651647;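 active = GFP/RFP ratio change of at least 30% with cell ATP level not reduced by more than half and red fluorescence within 50% of control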; note: strong numbers were not always called active
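Material: RFP-PRO-GFP reporter HT1080 cells. Dosing: single-point 20 µM compound, 1% DMSO. Controls: DMSO and RFP-L50D-GFP cell wells. Timing: cells overnight before dosing, compound overnight, 37 °C, 5% CO2. Measure: GFP/RFP fluorescence ratio.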
eLon inh: E. coli protease La inhibition. P0A9M0. purified E. coli Lon protease, fluorescence polarization. inhibition, % at 7.94 µM. actives 0.42% (n = 360,000); in the data active = inhibition above about 13%, passing the limit was not always enough;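 note: 0% = enzyme with probe and DMSO and 100% = no enzyme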
CendR NRP1 mod: alters CendR peptide binding to human NRP-1; AID 602438; actives 0.85% (n = 360,000); FAM-RPARPAR peptide binding to NRP-1, fluorescence polarization; O14786; inhibition, % at 25 µM;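 active = inhibition or corrected inhibition above about 18%, plus a signal ratio from 0.5 to 1.5, limit read from the data, passing the limit was not always enough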; note: strong numbers were not always called active
MsrA inh: inhibitors of bovine MsrA. actives 0.75% (n = 360,000). purified bovine MsrA, absorbance read-out. inhibition, % at 15.5 µM. AID 651718; in the data active = inhibition above about 4.5%;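 note: 0% = vehicle wells with enzyme and 100% = reference inhibitor wells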
MLLE-PAM2 inh: inhibitors of microRNA-mediated deadenylation, human PABP1 MLLE binding. GST-MLLE / FITC-PAM2 fluorescence polarization. inhibition, % at 20 µM. actives 0.36% (n = 360,000). AID 588489; in the data active = inhibition above about 35%, passing the limit was not always enough;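 note: plate controls were DMSO wells with GST-MLLE for no effect and wells lacking GST-MLLE protein for full effect; some results filed as inactive read as strong as hits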
SKN-1 inh: C. elegans SKN-1 inhibition | C. elegans VP596 Pgst-4::GFP/RFP ratio, acrylamide-induced, 24 h | inhibition, % at 21.8 µM | actives 0.49% (n = 360,000) | AID 624304;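 active = interference check ratio from 0.5 to 1.5 plus GFP to RFP signal ratio inhibition reaching or exceeding a fixed threshold, cut at about 30% in these data, passing the limit was not always enough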; note: some compounds called inactive have numbers as strong as hits
bovine MsrA act: activators of bovine methionine sulfoxide reductase A. purified bovine MsrA, absorbance read-out. actives 0.3% (n = 360,000). activation, % at 10.6 µM; in the data active = activation above about 7.5%;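 note: 0% = vehicle and 100% = reference activator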
Tb MetRS inh: Trypanosoma brucei MetRS inhibition | inhibition, % at 11.9 µM | actives 0.4% (n = 360,000) | purified T. brucei MetRS, ATP depletion, Kinase-Glo luminescence;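 active = inhibition above a per-plate cutoff of the control wells' mean inhibition plus 3 SD, cut at about 5.5% in these data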;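 note: 0% = DMSO wells median and 100% = median of wells with control inhibitor compound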
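Measured by: Kinase-Glo luciferase luminescence reporting remaining unconsumed ATP. Material: purified T. brucei MetRS enzyme. Doses: 11.9 µM compound single dose, 0.9% DMSO. Medium: HEPES buffer containing pyrophosphatase, BSA, spermine, DTT. Times: 15 min preincubation, 2 h reaction, all 25 °C. Reagent: methionine, ATP and bulk E. coli tRNA.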
Numbers without * were called inactive; . = not tested or not shown.

SMILES | FAS-TE inh | MT1-MMP act inh | eLon inh | CendR NRP1 mod | MsrA inh | MLLE-PAM2 inh | SKN-1 inh | bovine MsrA act | Tb MetRS inh
COc1ccccc1S(=O)(=O)N(C)C[C@H]1OCc2cnnn2CCCC(=O)N([C@H](C)CO)C[C@H]1C | -5 | 2 | 3 | 5 | -0.1 | 0 | 6 | -3 | 0.5
NC(=O)C(c1ccc(Cl)cc1Cl)c1ncc(C(F)(F)F)cc1Cl (stereo not drawn) | 14 | -3 | 0 | 23* | -0.2 | -11 | -1 | -1 | -0.2
CCOc1ccc(Br)cc1S(=O)(=O)Nc1ncn[nH]1 | -7 | 0 | 2 | -2 | -0.6 | -7 | -2 | -4 | 0.0
O=C(c1ccccc1)n1c(=S)nc2ccccn21 | -6 | 1 | 1 | 13 | -0.4 | 0 | 5 | -2 | -0.3
COc1ccc(NC(=O)c2cc(=O)[nH]c3ccccc23)cc1S(=O)(=O)N1CCOCC1 | -7 | 1 | -9 | 26* | 1.3 | -12 | 10 | 0 | -0.2
COc1ccccc1-n1ccn(CC(=O)Nc2ccc(C)cc2Cl)c(=O)c1=O | -6 | -1 | -7 | -4 | 1.6 | -4 | 13 | -1 | 0.0
O=C(NCCC1CCCCN1S(=O)(=O)c1cccs1)C(=O)NCc1ccccc1 (stereo not drawn) | 5 | 1 | -16 | 14 | -0.7 | 13 | 11 | -4 | -0.2
Nc1nc(SCC(=O)N2CCCC2)[nH]c(=O)c1-c1ccccc1 | -5 | -1 | 0 | 6 | 0.0 | -12 | 7 | 2 | -0.1
NS(=O)(=O)c1ccc(CCNC(=O)c2cc3ccccc3s2)cc1 | -3 | -8 | 1 | 12 | 0.5 | 15 | 18 | 0 | 3.7
CCNc1nc(NCC)nc(OCCOC(=O)Nc2ccccc2)n1 | -9 | 1 | -7 | -15 | -0.4 | 3 | 12 | -1 | 0.8
CS(=O)(=O)Nc1ccccc1C(=O)N1CCCC1 | -3 | 0 | 5 | 0 | 0.5 | -5 | 9 | -1 | -0.9
COc1cc(C2NC(=O)N(C)C(C)=C2C(=O)OCc2ccccc2)cc(Br)c1O (stereo not drawn) | 1 | -4 | -4 | -2 | -0.6 | -9 | 1 | -9 | 1.7
NC(=O)NC(=O)COC(=O)c1cccnc1Nc1ccccc1F | -3 | -4 | 14 | 5 | 2.5 | -14 | -10 | -3 | 0.1
O=C(NC1CC1)C(=O)c1c(-c2ccccc2)[nH]c2ccccc12 | -2 | 7 | -7 | 2 | 2.6 | -2 | 11 | -5 | -0.2
CCOC(=O)c1c(NC(=O)COC(=O)c2cnccn2)sc(C(=O)NC)c1C | -8 | 2 | -4 | -10 | 0.1 | -9 | 1 | -4 | 0.3

Two entries from above, comma-delimited:
SMILES,FAS-TE inh,MT1-MMP act inh,eLon inh,CendR NRP1 mod,MsrA inh,MLLE-PAM2 inh,SKN-1 inh,bovine MsrA act,Tb MetRS inh
COc1cc(C2NC(=O)N(C)C(C)=C2C(=O)OCc2ccccc2)cc(Br)c1O (stereo not drawn),1,-4,-4,-2,-0.6,-9,1,-9,1.7
NS(=O)(=O)c1ccc(CCNC(=O)c2cc3ccccc3s2)cc1,-3,-8,1,12,0.5,15,18,0,3.7

Carrying on.
SMILES | FAS-TE inh | MT1-MMP act inh | eLon inh | CendR NRP1 mod | MsrA inh | MLLE-PAM2 inh | SKN-1 inh | bovine MsrA act | Tb MetRS inh
O=C(NN1C(=O)/C(=C/c2cccc(O)c2)SC1=S)c1ccccc1O | -3 | -2 | 0 | -9 | 2.0 | -55 | -7 | -10 | 1.0
N#Cc1c2c(nc(N)c1-c1ccccc1)CCCCC2 | -2 | 3 | 2 | 11 | -1.3 | -4 | 7 | -6 | -1.1
O=c1c2cnn(-c3ccccc3)c2ncn1Cc1ccccn1 | -5 | 0 | 8 | 3 | 0.1 | 9 | 19 | 1 | -0.6
O=C(c1ccc(Br)o1)N1CCN(CCc2ccncc2)CC1 | -2 | 5 | -5 | 1 | -0.8 | -6 | 2 | -1 | -0.2
CN1CCN(c2ccc3c(c2)C2CC3CCN2C(=O)OCc2ccccc2)CC1 (stereo not drawn) | -5 | -1 | 1 | 2 | 0.6 | 2 | -8 | -5 | -0.6
CCn1nc(C)c(CN2CCCC(C(=O)c3cccc(OC(C)C)c3)C2)c1C (stereo not drawn) | -10 | 3 | 0 | 4 | -1.3 | 15 | 5 | -3 | -0.3
CC(C)NC(=O)Cn1cc(C#N)c2cc(Br)ccc21 | -1 | 4 | -2 | 2 | -0.4 | -8 | -27 | -8 | -0.9
O=C1NC(NS(=O)(=O)c2ccc(Cl)cc2)(C(F)(F)F)C(=O)N1Cc1cccnc1 (stereo not drawn) | -4 | 3 | 2 | 5 | 0.4 | 13 | 6 | -1 | -0.2
CC1(C)Cc2c(sc(NC(=O)C(=O)NCC3CCCO3)c2C(=O)O)CO1 (stereo not drawn) | -3 | 2 | 4 | 4 | 3.6 | 1 | 9 | -6 | -0.5
O/C(=C\c1nc2ccccc2nc1/C=C(\O)c1ccccc1)c1ccccc1 | -12 | -43 | -7 | -88 | . | -70 | -2 | -3 | -0.4
O=C(c1cc(COc2cccc(C(F)(F)F)c2)on1)N1CCSCC1 | 29 | 3 | 7 | 13 | -0.7 | -5 | 11 | -8 | -0.5
Fc1ccccc1N1CC(c2ccccc2)C(c2cccs2)=N1 (stereo not drawn) | 27 | -3 | 2 | 10 | 1.2 | -2 | 13 | -4 | -0.1
CCOC(=O)c1c(CSC(=N)N)n(-c2ccccc2)c2cc(Br)c(OC(C)=O)cc12 | -128 | 4 | 4 | 3 | 1.0 | -6 | -18 | -11 | -0.9
O=C(O)COc1ccccc1/C=N/Nc1ccc(S(=O)(=O)N2CCOCC2)cc1[N+](=O)[O-] | 24 | 8 | -2 | 1 | 4.9* | 0 | 6 | -5 | -0.4
Cc1cc(SCC(=O)NN=C2CCN(C(C)C)CC2)c(C)cc1Br | -5 | -1 | -1 | -14 | 0.8 | -3 | -4 | -9 | -0.4
COCC(=O)N1CCC(Oc2ccc(C(=O)N3CCSCC3)cc2)CC1 | -7 | -1 | -1 | 1 | -0.6 | 3 | 8 | -5 | -0.7
O=C(NCCc1c[nH]c2ccccc12)c1cncc(Br)c1 | -3 | 0 | 6 | 7 | -0.3 | -1 | -11 | -2 | -0.2
O=C(Cc1ccc(F)cc1)NCCc1cnc[nH]1 | -28 | 4 | -10 | 2 | -0.1 | -15 | 12 | -1 | -0.4
O=C(COc1ccc2c(-c3ccccc3)cc(=O)oc2c1)Nc1ccc(CCO)cc1 | -1 | -5 | -5 | -1 | 3.0 | -7 | 12 | -5 | 1.4
CCOC(=O)c1c(NC(=O)C(=O)N/N=C(\C)c2ccc(OC)cc2)sc2c1CCCCC2 | 20 | -7 | 5 | -12 | -0.3 | 12 | 3 | -4 | 0.4
Cc1cccc(C)c1NC(=O)N1CCN(c2nc3ccccc3s2)CC1 | -7 | 1 | -1 | -15 | 1.2 | 4 | 1 | -1 | -0.1
CC1CCN(CCCNC(=O)c2ccc3c(=O)n(CCc4ccccc4)c(=O)[nH]c3c2)CC1 | -2 | -2 | 0 | 5 | 1.7 | -28 | -3 | 0 | -0.4
NC(=O)NCc1ccccc1Cl | -8 | -2 | -12 | -7 | 0.0 | 11 | 1 | -1 | -0.2
Cc1ccc(NC(=O)CSc2nnc(N)s2)cc1S(=O)(=O)N1CCOCC1 | -3 | 1 | -10 | -1 | -0.7 | -38 | 2 | -8 | -0.3
CCC(C)NC(=O)c1cnn2c1NC(c1cccs1)CC2C(F)(F)F (stereo not drawn) | 1 | 2 | 5 | 22* | 0.4 | -2 | 8 | -1 | 0.3
CCN(CC(=O)Nc1ccc(OC)cc1)CC(=O)Nc1cccc(C#N)c1 | 1 | 8 | 0 | 9 | -0.1 | -4 | 9 | 1 | 0.4
Cc1ccc(S(=O)(=O)/N=C(/Nc2ccccn2)c2ccc(Cl)cc2)cc1 | 2 | -1 | 4 | -10 | 1.0 | 4 | -1 | -2 | -0.3
CC(=O)c1cccc(NC(=O)c2ccc(-c3ccccc3[N+](=O)[O-])o2)c1 | 14 | 0 | -2 | -11 | -0.4 | -1 | -1 | -3 | 0.1
COc1ccc(/C=N/NC(=O)CCn2nc(C)cc2C)cc1 | -5 | 2 | -6 | 11 | -0.8 | 15 | -5 | -2 | -0.3
O=C(NCC1CCCO1)c1ccccc1-c1nc(-c2ccccc2F)no1 (stereo not drawn) | 0 | -5 | 0 | 0 | -1.5 | -11 | 4 | -2 | -0.5
CC(C)N1C(=O)C(=O)N(CC(=O)N2CCc3ccccc32)C1=O | -5 | -3 | -6 | -4 | 0.3 | -3 | 12 | -6 | -0.4
CCOC(=O)Cn1c(=O)cc(C)c2ccccc21 | -4 | 1 | 7 | 6 | -0.9 | -1 | 0 | -2 | -0.1
CC(=O)Nc1ccc(C(=O)OCC(=O)Nc2c(C)n(C)n(-c3ccccc3)c2=O)cc1 | -3 | 1 | -14 | -1 | -1.0 | -11 | -25 | -8 | 0.1
CNc1nc(NCC2CCCCC2)c2sccc2n1 | 0 | -1 | -3 | -12 | -1.6 | 0 | 13 | -1 | 0.5
O=C(Cc1ccccc1)Nc1ccc(S(=O)(=O)N2CCOCC2)cc1 | -2 | 1 | -1 | 5 | 0.5 | -2 | 3 | -1 | -1.0
COc1ccc(C(=O)Nc2ccccc2)cc1S(=O)(=O)Nc1cc(C)on1 | -6 | 3 | -2 | 2 | -0.9 | 1 | 1 | -1 | 0.3
O=C(COC(=O)c1ccccc1O)Nc1cccc2ccccc12 | -4 | 6 | -9 | -3 | 0.8 | 0 | 1 | -12 | -0.7
COc1ccc(C(=O)Nc2ccc3c(c2)nc(CN2CCN(C(C)=O)CC2)n3C)cc1 | -5 | 2 | -8 | -13 | 1.6 | -5 | -2 | -4 | -0.5
COc1ccc(C(=O)OCC(=O)Nc2cccc(S(=O)(=O)NC3=NCCCCC3)c2)cc1[N+](=O)[O-] | 14 | 1 | -11 | 11 | -0.3 | -11 | 13 | 0 | 0.0
Cc1ccc(S(=O)(=O)c2cc3c(=O)n4ccccc4nc3n(CCc3ccccc3)c2=N)cc1 | 25 | -8 | -1 | 3 | 1.2 | 50 | 4 | -3 | -0.5
COc1ccc(CCNC(=O)C23CCC(C)(C(=O)C2=O)C3(C)C)cc1OC (stereo not drawn) | -3 | -1 | -7 | 0 | 1.1 | 18 | 1 | -4 | -0.6
Cc1ccc(N=C(NO)c2nonc2N)cc1 | -15 | 0 | 5 | -7 | 0.0 | -5 | -8 | 0 | -0.2
CCN(CC)c1ccc(/C=N/N2CCN(Cc3ccc(C)cc3)CC2)c(O)c1 | 27 | 1 | -2 | -11 | . | 15 | 9 | -4 | -0.6
COc1cc(C(=O)Nc2ncccc2C)ccc1OCC(=O)N1CCOCC1 | -7 | -1 | -3 | -13 | 1.7 | 9 | 1 | -7 | -0.3
C=CCSc1ncccc1C(=O)NCc1ccc(C)cc1 | -2 | 7 | -3 | -6 | -0.7 | 6 | -5 | -3 | 0.1
COc1ccc(-c2c(C)nn3c(NC4CCCC4)cc(C)nc23)cc1OC | 9 | -1 | 1 | -1 | 1.9 | 6 | 5 | -5 | -0.6
CCCCNC(=O)CSc1nnc(Cc2ccccc2)n1CC | -8 | 5 | -5 | -1 | 0.7 | -5 | -10 | -1 | -0.1

Rows are unselected. Share with any hit: about 4%.
